KCNQ2 block: KCNQ2 potassium channel inhibitors, primary screen, cell-based, CHO-K1, FluxOR thallium flux, B-score (AID 2156) | Potassium voltage-gated channel subfamily KQT member 2 (Rattus norvegicus), O88943 | 20 min; active compounds read low | B-score at 10 µM | actives 1.1% (n = 310,000);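 active = fluorescence ratio B-score at most minus 3 library SDs, with starting brightness B-score within 2 library SDs, cut at about -5.5 in these data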
Kir21 block: inhibitors of mouse Kir2.1 inward-rectifier potassium channel. B-score at 10 µM. HEK293-Kir2.1, FluxOR thallium flux fluorescence; active compounds read low. Inward rectifier potassium channel 2 (Mus musculus), P35561. actives 0.85% (n = 310,000);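 active = fluorescence ratio B-score at or below minus 3 SD of library scores, with starting-brightness B-score within 2 SD, cut at about -4.2 in these data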;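 note: channel flux triggered by added potassium and thallium sulfate stimulus; B-score of peak minus minimum fluorescence over baseline after thallium stimulus; more negative B-score means stronger Kir2.1 block with less thallium influx; some compounds called inactive have numbers as strong as hits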
Target sequence (P35561 whole entry, looked up): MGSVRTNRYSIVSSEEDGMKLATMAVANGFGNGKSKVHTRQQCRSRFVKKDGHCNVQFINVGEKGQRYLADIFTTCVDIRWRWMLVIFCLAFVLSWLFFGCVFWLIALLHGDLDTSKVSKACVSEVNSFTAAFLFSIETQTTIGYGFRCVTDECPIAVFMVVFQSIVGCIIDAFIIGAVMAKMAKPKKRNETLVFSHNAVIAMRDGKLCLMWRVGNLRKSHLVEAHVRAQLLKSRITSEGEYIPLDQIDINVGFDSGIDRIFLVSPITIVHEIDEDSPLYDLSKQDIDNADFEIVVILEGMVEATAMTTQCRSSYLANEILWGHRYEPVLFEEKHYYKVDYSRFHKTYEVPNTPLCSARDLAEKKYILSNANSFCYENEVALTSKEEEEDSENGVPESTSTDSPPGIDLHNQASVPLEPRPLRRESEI
Numbers without * were called inactive; i = inactive.

Values in the order: KCNQ2 block | Kir21 block
> O=C(/C=C/c1cccc(Br)c1)N1CCN(c2cccc(C(F)(F)F)c2)CC1
    i | 3.1
> O=C(c1cc2ccccc2oc1=O)N1CCCC1
    i | 0.36
> Cc1cc(C)c(Cn2c(=O)n(CCCC(=O)NCc3ccco3)c(=O)c3ccccc32)c(C)c1
    i | 1.6
> O=c1[nH]c(N2CCCCC2)nc2ncn(Cc3ccccc3)c12
    i | -0.35
> O=C(O)c1c(C(=O)N2N=C3/C(=C/c4ccccc4)CCCC3C2c2ccccc2)cccc1[N+](=O)[O-] (stereo not drawn)
    i | -0.36
> CC(C)CNC(=O)CCCSc1nc2ccccc2[nH]1
    i | -0.04
> O=C(NCc1ccccc1)C1CCC(=O)N(CCCN2CCCC2=O)C1 (stereo not drawn)
    i | 0.61
> CS(=O)(=O)N(CC(=O)N1CCOCC1)c1ccccc1Br
    i | -0.02
> C=CCc1cc(Cl)ccc1OCCCn1ccnc1
    i | -1.4
> CCCCC(Br)C(=O)Nc1ccc(S(=O)(=O)Nc2cc(C)nc(C)n2)cc1 (stereo not drawn)
    i | 0.69
> COc1ccc(-c2ccc3oc(-c4ccc(OC)cc4)c(C#CCO)c3c2)cc1
    i | 0.12
> COC(=O)c1ccc(C(=O)N(Cc2ccccc2)c2ccccc2)cc1
    i | 0.58
> COc1cc(CC(=O)OCC(=O)Nc2ccc(S(=O)(=O)N3CCCC3)cc2)cc(OC)c1OC
    i | -0.03
> O=C(COc1ccccc1)NCC(c1ccco1)N1CCN(c2ccccc2)CC1 (stereo not drawn)
    i | -0.06
> Cc1ccccc1NC1(C#N)C(=O)Nc2ccccc21 (stereo not drawn)
    i | -2
> CC(C)C(CCNC(=O)CN1C(=O)c2ccccc2C1=O)c1ccco1 (stereo not drawn)
    i | 1.8
> CCOC(=O)C1CCN(C(=O)Cn2nc(C)n3cccc3c2=O)CC1
    i | -0.05
> Cc1[nH]ccc(=O)c1OCc1ccc(Cl)cc1
    i | 0.95
> COC(=O)c1ccc(C)c(NC(=O)CCc2ccc(OC)cc2)c1
    i | 0.24
> COC(=O)c1c(NC(=O)CC2SC(N)=NC2=O)sc(C)c1C (stereo not drawn)
    i | -0.2
> O=C(Nc1ccc([N+](=O)[O-])cc1)Nc1ccc2c(c1)OCCO2
    i | 0
> CCc1cccc2sc(N3CCN(C(=O)c4ccc([N+](=O)[O-])o4)CC3)nc12
    i | -0.15
> CCCOC(=O)CSC1=C(C#N)C(c2ccccc2Cl)CC(=O)N1 (stereo not drawn)
    i | -0.08
> CCOC(=O)Cn1c(N2CCOCC2)nc2c1c(=O)[nH]c(=O)n2C
    i | 1.2
> O=C1c2ccccc2C(=O)C1c1nccc2ccccc12
    i | -0.63
> CN1CCN(c2ccc([N+](=O)[O-])cc2C(=O)c2ccc(Br)cc2)CC1
    i | 0.77
> CC1CCN(S(=O)(=O)c2ccc3c(c2)c(=O)c(C(=O)NCc2cccs2)cn3C)CC1
    i | 0.11
> COc1ccc(CC(=O)NC(C)C2COc3ccccc3O2)cc1OC (stereo not drawn)
    i | -2.3
> O=C(CSc1ccccc1C(=O)O)NC12CC3CC(CC(C3)C1)C2
    i | 0.29
> O=C(CCc1c[nH]c2ccccc12)N1CCN(c2ccc(O)cc2)CC1
    i | -2.1
> COc1cc(CNCCCN2CCOCC2)cc(Br)c1OCc1ccc(Cl)cc1
    i | -8.2*
> CC1CCCCC1NC(=O)COC(=O)C12CC3CC(CC(Cl)(C3)C1)C2 (stereo not drawn)
    i | 0.43
> OC(COc1ccc2c(c1)OCO2)CN1CCCCC1 (stereo not drawn)
    i | 0.18
> CCN1CCN(C(c2cccs2)C(C)NC(=O)c2ccco2)CC1 (stereo not drawn)
    i | 1.4
> CCCNC(=O)Cc1c(C)oc2ccccc12
    i | 0.23
> CCOC(=O)C1=C(C)NC2=C(C(=O)C(C(=O)OCC)C(c3ccc(OC)cc3)C2)C1c1ccccn1 (stereo not drawn)
    i | -0.97
> CCCCOc1ccc(/C=C/C(=O)Nc2ccc(C(N)=O)cc2)cc1
    i | -0.45
> Cc1ccccc1C(=O)Nc1cccc(NC(=O)c2ccc(-c3ccc(Br)cc3)o2)c1
    i | 2.3
> O=C1/C(=C/c2ccco2)SC(=S)N1CCC(=O)N1CCCCC1CCO (stereo not drawn)
    i | -1.2
> CC(C)OP(=O)(OC(C)C)C(Nc1cccc(C(=O)O)c1)c1ccccc1 (stereo not drawn)
    i | -0.3
> S=C(NCc1cccnc1)Nc1ccc(Oc2ccc(Cl)cc2)cc1
    i | 0.91
> CS(=O)(=O)NCCCNc1c(Cl)cccc1[N+](=O)[O-]
    i | 2.9
> COc1cccc(NC(=O)CCCn2nc(C)c3c(C)n(-c4ccccc4)nc3c2=O)c1
    i | -1.2
> O=C(COC(=O)Cc1ccccc1F)Nc1cccc(S(=O)(=O)NC2=NCCCCC2)c1
    i | -0.05
> Cc1csc(NC(=O)CSc2nnc(NC(=O)C3CC(=O)N(c4ccccc4)C3)s2)n1 (stereo not drawn)
    i | -2.5
> COC(=O)C1=CN(C2CC2)C=C(C(=O)OC)C1c1ccc(C(F)(F)F)cc1
    i | 0.09
> Cc1cc(C)nc(Nc2ncc(O)n2-c2ccccc2)n1
    i | -0.88
> CCn1c(SCC(=O)N2CCCc3ccccc32)nnc1-c1ccoc1C
    i | 0.34
> O=C(CCC1CCCCC1)NCc1cccs1
    i | -0.01
> COCCNC(=O)CSc1nc(N)c(NC(=O)c2ccccc2F)c(=O)[nH]1
    i | -0.68

Further structures.
Values in the order: KCNQ2 block | Kir21 block
> CCOC(=O)c1c(C)n(-c2ccccc2)c2ccc(O)c(CN(C)C)c12
    i | -4.7*
> O=C(c1ccco1)N1N=C(c2cccs2)CC1c1cc([N+](=O)[O-])ccc1O (stereo not drawn)
    i | -0.54
> CN1CCN(c2ccc(-c3ccnn3C(=O)Nc3ccccc3)cc2)CC1
    i | -0.06
> Cc1nonc1-c1csc(N)n1
    i | -1.2
> Cc1cc(C)c(S(=O)(=O)N2CCCC(C(=O)NCc3ccccn3)C2)c(C)c1 (stereo not drawn)
    i | -1.1
> CCN(c1ccc(OC)cc1)c1ncnc2nc[nH]c12
    i | 3.1
> O=C(Cn1nnc(-c2ccc(CN3CCOCC3)cc2)n1)N1CCCc2ccccc21
    i | 0.09
> Cc1c(OCC(=O)C(C)(C)C)ccc2c(-c3ccccc3)cc(=O)oc12
    i | -1.3
> O=c1cc(N2CCN(Cc3ccccc3)CC2)[nH]c(=O)n1-c1cccc(C(F)(F)F)c1
    i | 0.95
> Cc1ccc(NC(=S)N2CCC(c3ccc(C)cc3)C2)cc1 (stereo not drawn)
    i | -0.24
> CCc1ccc(NC(=O)CSc2nc(N)c(NC(=O)c3ccc(F)c(F)c3)c(=O)[nH]2)cc1
    i | -1
> O=C(CCC(=O)N1CCN(c2ccc(F)cc2)CC1)c1ccccc1
    i | -0.96
> O=C(Nc1ccc2oc(=O)ccc2c1)c1ccco1
    i | -0.09
> Cc1nn(-c2ccccc2C(=O)O)c(=O)c2ccccc12
    i | -1.2
> CCOc1ccc(NC(=O)c2nnn(CC(=O)Nc3ccccc3OC)c2N)cc1
    i | 0.31
> O=c1cc(-c2ccccc2)nc2nc(COc3ccccc3)[nH]n12
    i | 0.18
> O=C(O)c1ccc(C2CCCCC2)cn1
    i | 1.3
> COC(=O)c1c(-c2cccc(C)c2)csc1NC(=O)C1CCCO1 (stereo not drawn)
    i | 0.14
> Cc1ccc(NC(=O)CN2CCC3(O)CCCCC3C2c2ccc3c(c2)OCO3)c(C)c1 (stereo not drawn)
    i | 0.48
> O=C(O)CNC(=O)c1ccc(Oc2c(F)c(F)c(Oc3ccc(C(=O)NCC(=O)O)cc3)c(F)c2F)cc1
    i | -0.23
> Cc1cc(C(=O)OCC(=O)c2ccc(Br)s2)no1
    i | -0.92
> COC(=O)CSc1nc(-c2ccccc2)cc(-c2ccco2)c1C#N
    i | 0.67
> O=C1/C(=C\c2ccccc2)SC(=S)N1CCC(=O)N1CCCCC1CCO (stereo not drawn)
    i | -0.57
> CCOC(=O)c1cn2nc(N3CCCCC3)ccc2n1
    i | 1.9
> CC(=O)c1ccc(NC(=S)N2CCC(O)CC2)cc1
    i | -0.94
> O=S(=O)(c1ccccc1)N1CCN(c2ccnc3cc(Cl)ccc23)CC1
    i | -0.16
> Cc1ccc(CNC(=O)CNS(=O)(=O)c2ccc(Br)s2)cc1
    i | 0.65
> O=C(c1ccc(Br)o1)N1CCN(c2ccc(F)cc2)CC1
    i | -0.22
> CCNC(=O)CC1SC(=Nc2ccc(C)c([N+](=O)[O-])c2)N(C)C1=O (stereo not drawn)
    i | -0.85
> Cc1ccc(O)c(CNCCNCc2cc(C)ccc2O)c1
    i | -6.1*

Single entries from the entries so far:
Entry of O=C(c1ccc(Br)o1)N1CCN(c2ccc(F)cc2)CC1 under Kir21 block: -0.22
Entry of Cc1cc(C(=O)OCC(=O)c2ccc(Br)s2)no1 under Kir21 block: -0.92

Remaining list, next part
Values in the order: KCNQ2 block | Kir21 block
> O=C1C2CCCCC2C(=O)N1c1cccc(OS(=O)(=O)c2ccccc2)c1 (stereo not drawn)
    i | 0.89
> CCc1cc2c(C)cc(=O)oc2cc1OC(=O)C1CCCN1C(=O)OC(C)(C)C (stereo not drawn)
    -6* | 0.31
> COc1ccc(C(C)NCCC(c2ccc(OC(C)C)cc2)c2ccccc2OC)cc1 (stereo not drawn)
    -6.6* | -6.6*
> NCCCC[C@H]1CNC(=S)N1CC1(c2ccccc2)CC1
    i | 1.6
> O=C(c1ccccc1)c1nnc(-c2ccccc2F)o1
    i | -1.1
> CCCS(=O)(=O)N1CCC(C(=O)NCCN(C)Cc2ccccc2)CC1
    i | -1.5
> CCN(CC)c1ccc(/C=C2\CCC(/C=N/NC(=O)c3ccc(=O)n(C)c3)=C2N2CCOCC2)cc1
    i | -0.4
> O=C(c1ccc(NC(=O)C2(c3ccccc3)CCOCC2)cc1)N1CCOCC1
    i | -0.37
> Cc1cc2n(n1)C(c1ccc3c(c1)OCO3)Nc1c(C)cccc1-2 (stereo not drawn)
    i | -1.7
> COc1cccc(C2=NOC(C(=O)NCc3cccnc3)C2)c1 (stereo not drawn)
    i | 0.56

Sorted by number of heavy atoms (rising): part of the list above.
Values in the order: KCNQ2 block | Kir21 block
> O=C(c1ccccc1)c1nnc(-c2ccccc2F)o1
    i | -1.1
> Cc1cc2n(n1)C(c1ccc3c(c1)OCO3)Nc1c(C)cccc1-2 (stereo not drawn)
    i | -1.7
> CCN(CC)c1ccc(/C=C2\CCC(/C=N/NC(=O)c3ccc(=O)n(C)c3)=C2N2CCOCC2)cc1
    i | -0.4

Remaining list, next part
Values in the order: KCNQ2 block | Kir21 block
> Nc1c(-c2ccccc2)cnn1-c1cccc(C(F)(F)F)c1
    i | 1.8
> Cc1ccc(-c2nc(CSCC(=O)NCCN3CCN(Cc4ccccc4)CC3)c(C)o2)cc1
    i | -0.91
> CC(C)(C)OC(=O)NCCCCCC(=O)N/N=C/c1coc2ccccc2c1=O
    i | -0.69
> CCOC(=O)N1CCC(NC(=O)c2cc(COc3ccccc3SC)on2)CC1
    i | 1.8
> CCOc1ccc(NC(=O)COc2ccc(C(=O)NC(C)c3ccc(S(N)(=O)=O)cc3)cc2OC)cc1 (stereo not drawn)
    i | 1.4
> COc1ccccc1NC(=O)CN1CCSc2ccccc21
    i | -0.46
> Cc1cc(NC(=O)c2ccc(Cl)cc2)n(CCOC(=O)c2ccc(Cl)cc2)n1
    i | -0.43
> Fc1cccc(Nc2nc(-c3ccncc3)nc3ccccc23)c1
    i | 0.44
> Cc1ccc(CS(=O)(=O)c2ncc(Cl)c(C(=O)Nc3ccc(OC(F)F)cc3)n2)cc1
    i | -0.07
> CCOC(=O)Cn1c(-c2ccc(OC)cc2)c(-c2ccc(OC)cc2)nnc1=O
    i | -0.13
> CC(NC(=O)COc1ccc(Br)cc1)C(=O)O (stereo not drawn)
    i | 0.08
> O=C1CCCCCC1C1(O)C(=O)Nc2ccccc21 (stereo not drawn)
    i | -0.07
> COc1ccc(/C=C/c2nc3ccccc3c(=O)o2)cc1
    i | 2.2
> CCSc1ccc(-c2ccc(C)cc2)nn1
    i | 0.11
> Cc1cccc(OCCCN2CCOCC2)c1
    i | 1.4
> COc1ccc(-c2cn(-c3ccc(C)cc3C)c(=O)[nH]2)cc1OC
    i | 1.2
> CCc1ccccc1NC(=O)COc1ccc2c(c1)OCO2
    i | -0.71
> COC(=O)c1ccc2c(=O)n(CCN3CCOCC3)c(SCC(=O)Nc3ccc(C)cc3)nc2c1
    i | -0.19
> CC(=O)c1ccc(NC(=O)Nc2ncn(Cc3cccc(C)c3)n2)cc1
    i | -0.12
> CCOc1ccc(-c2nnc(-c3cccnc3)o2)cc1OCC
    i | -0.44
> OCCC1CN(Cc2cnc(-c3ccc(Cl)cc3)nc2)CCN1C1CCCCC1 (stereo not drawn)
    i | 0.18
> CC1CCC(NC(=O)c2ccc(N3CCCC3=O)cc2)CC1 (stereo not drawn)
    i | 1.2
> CC1CCCCN1CCNC(=O)C1CC(=O)N(c2ccc(F)c(Cl)c2)C1 (stereo not drawn)
    i | -0.02
> COC(=O)C1C(c2ccc(Cl)cc2)NC(c2ccc(Cl)cc2)C(C(=O)OC)S1(=O)=O (stereo not drawn)
    i | -0.47
> COC(=O)c1c(NC(=O)CCCC(=O)O)sc(C)c1C
    i | 0.22
> CCCCc1c(C)c2ccc(OC)c(/C(C)=N\O)c2oc1=O
    i | 1.8
> CC(C)=CCN1CCN(Cc2cccc3c2OCO3)CC1CCO (stereo not drawn)
    i | 0.61
> CCc1ccc(NC(=O)CNC(=O)[C@@H]2Cc3ccccc3CN2)cc1
    i | -0.43

Screening data: PubChem BioAssay, Johns Hopkins Ion Channel Center
